MITF TRPM1 inh: reduces MITF-dependent TRPM1 promoter luciferase signal | hit rate 0.83% among 330,000 | inhibition, % at 12.5 µM | SK-MEL-5 TRPM1 promoter luciferase, 24 h;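 active = mean inhibition across replicates of 60% or more, whatever share of single replicates reaches that level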; note: values of inactives mirror those of a sister screen read the other way
m5-HT2A agonist: mouse HTR2A agonism via beta-arrestin recruitment. AID 624169. CHO-K1 mHTR2A beta-arrestin complementation, luminescence; percent of 30 µM serotonin response. hit rate 0.66% among 360,000. activation, % at 7.6 µM. P35363;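 active = activation above a run cutoff, the mean activation of all tested compounds plus 3 SD, cut at about 14% in these data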;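 note: 0% = plate median of compound wells and 100% = 30 µM serotonin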
CaV13 FRET inh: Primary screen for inhibitors of IQ motif and Ca2+-dependent inactivation inhibitor domain binding in CACNA1D, Förster resonance energy transfer in living cells, … | HEK cells, CFP/YFP FRET ICDI-IQ, plate reader, 10 min; percent FRET-ratio fall versus neutral wells | inhibition, % at 12.3 µM | hit rate 0.098% among 340,000 | AID 743397;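 active = mean replicate inhibition of at least 30% and at least 1% of replicates passing that level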;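 note: 0% = median of the neutral control wells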
Shn3 inh set2: Schnurri-3 reporter inhibition in Clone20 osteoblasts | hit rate 0.52% among 360,000 | inhibition, % at 12.5 µM | Clone20 osteoblast Shn3 3'UTR firefly luciferase, 24 h;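 active = mean inhibition of at least 75% with every replicate also reaching 75%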;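 note: 0% = median of neutral control wells and 100% = pilot-screen positive control compound; some compounds past the cut are filed as inactive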
PDI turbidity: PDI (human) enzyme inhibition | AID 588391 | P07237 | inhibition, % at 10 µM | PDI insulin aggregation turbidity, A650, 90 min | hit rate 0.052% among 350,000;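 active = mean inhibition across replicates of 30% or more, whatever share of single replicates reach that level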;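 note: absorbance from insulin aggregation driven by PDI reduction with DTT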
Target sequence (P07237 whole entry, looked up): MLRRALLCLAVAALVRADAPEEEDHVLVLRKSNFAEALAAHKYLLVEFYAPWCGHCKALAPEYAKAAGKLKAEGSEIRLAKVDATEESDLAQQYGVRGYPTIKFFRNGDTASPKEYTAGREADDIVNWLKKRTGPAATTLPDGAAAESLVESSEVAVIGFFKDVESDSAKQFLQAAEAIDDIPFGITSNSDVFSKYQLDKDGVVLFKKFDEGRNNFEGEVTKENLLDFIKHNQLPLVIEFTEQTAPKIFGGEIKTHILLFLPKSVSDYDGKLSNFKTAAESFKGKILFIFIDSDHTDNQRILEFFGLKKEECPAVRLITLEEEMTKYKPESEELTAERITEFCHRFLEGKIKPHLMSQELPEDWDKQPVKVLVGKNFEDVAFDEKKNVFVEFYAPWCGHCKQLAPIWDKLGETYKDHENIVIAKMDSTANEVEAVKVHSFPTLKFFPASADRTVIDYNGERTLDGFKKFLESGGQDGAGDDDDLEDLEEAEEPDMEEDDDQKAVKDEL
Peg3 promoter: Peg3 promoter activity inhibition; HeLa PEG-Prom luciferase reporter, luminescence, overnight; AID 588405; inhibition, % at 20 µM; hit rate 1.7% among 360,000;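 active = inhibition of at least 50% at 20 µM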
HIF-2a inh: blocks HIF-2a reporter activity. inhibition, % at 18.8 µM. 786-0 RCC cells HIF-2a reporter, luciferase luminescence, overnight. hit rate 0.72% among 360,000. AID 624352;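 active = inhibition of the luminescence signal of 40% or more relative to plate controls, in a single-dose primary screen at 18.75 µM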
NR2E3 ag-1: NR2E3 (human) agonism; Q9Y5X4; GST-NR2E3/biotin-RetCOR TR-FRET, 1536-well; hit rate 0.12% among 320,000; AID 2300; inhibition of corepressor binding, % at 4.78 µM;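 active = percent inhibition above the cutoff of mean plus 3 SD of all tested compounds, set per screening campaign, cut at about 20% in these data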;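 note: 0% = DMSO wells and 100% = biotin wells as full block of FRET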
Target sequence (Q9Y5X4 whole entry, looked up): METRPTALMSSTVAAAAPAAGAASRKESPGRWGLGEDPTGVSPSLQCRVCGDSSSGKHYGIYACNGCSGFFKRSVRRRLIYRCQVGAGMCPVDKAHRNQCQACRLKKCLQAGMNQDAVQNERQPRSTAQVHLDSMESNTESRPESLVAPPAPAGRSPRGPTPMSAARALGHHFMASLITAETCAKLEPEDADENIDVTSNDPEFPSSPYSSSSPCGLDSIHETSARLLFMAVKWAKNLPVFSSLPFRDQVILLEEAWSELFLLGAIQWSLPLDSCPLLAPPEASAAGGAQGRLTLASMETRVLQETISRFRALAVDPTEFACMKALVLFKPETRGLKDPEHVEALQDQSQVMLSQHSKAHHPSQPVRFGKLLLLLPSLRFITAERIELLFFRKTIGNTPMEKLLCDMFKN
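System: GST-tagged NR2E3 plus biotinylated RetCOR corepressor; Amount: 1.35 nM GST-tagged NR2E3 final; Dosing: single nominal compound dose of 4.8 µM; Schedule: 5 h incubation at 4 °C; Technique: TR-FRET with europium anti-GST and streptavidin-D2, 340 nm excitation; Controls: biotin wells as high control, 0.6% DMSO wells as low control.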
hiPSC survival: hiPSC single-cell survival enhancement | hit rate 0.044% among 360,000 | survival enhancement, % at 20 µM | ATPlite luminescence; 100% = ROCK inhibitor wells, 0% = DMSO | AID 602274; in the data active = survival enhancement above about 18%;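 note: cells exposed to compounds for 16 hours before the ATP read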
NR2E3 ag-2: activates human NR2E3 receptor | Q9Y5X4 | inhibition of corepressor binding, % at 3.98 µM | hit rate 0.35% among 360,000 | CHO-S Gal4-NCOR/VP16-NR2E3 two-hybrid, luciferase | AID 602229;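 active = inhibition above the mean of all tested compounds plus 3 SD, cut at about 70% in these data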;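 note: 0% = DMSO with NR2E3 transfected cells and 100% = cells lacking NR2E3 construct; higher means lower luciferase signal from less NR2E3 corepressor binding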
Cardio protect: modulators protecting cardiomyocytes from myocardial damage; H9c2 cardiomyocytes, H2O2 injury protection, ATPLite, 2 h; hit rate 0.63% among 360,000; protection from H2O2 cell death, % at 20 µM; AID 588492;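 active = compounds giving at least 50% protection of heart cells from peroxide-induced death in the single-dose screen, raw or plate-pattern-corrected value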;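 note: 0% = DMSO wells with peroxide and 100% = DMSO wells without peroxide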
* marks the source's active call; other numbers are inactive results; nt = not tested or not shown.

The line under a structure holds: MITF TRPM1 inh, m5-HT2A agonist, CaV13 FRET inh, Shn3 inh set2, PDI turbidity, Peg3 promoter, HIF-2a inh, NR2E3 ag-1, hiPSC survival, NR2E3 ag-2, Cardio protect
1	NC(=O)c1ccc[n+](CC(=O)c2ccc(Cl)c(Cl)c2)c1
  4, -1, -19, -15, -2, -7, -16, 0, -0.4, -29, 4
2	O=C(N[C@H](CO)[C@H](O)c1ccc([N+](=O)[O-])cc1)C(Cl)Cl
  3, 3, nt, 21, nt, 0, 1, -2, 0.3, -22, -1
3	Cc1ccc2oc(/N=C(\N)NC(=O)C3CC3)nc2c1
  6, -3, -21, 3, -3, -150, -123, 4, -0.4, -134, -13
4	Cc1ccc(S(=O)(=O)N2CCN(C(=O)c3ccccc3OCc3c(C)noc3C)CC2)cc1C
  -10, -1, -7, 3, -1, 5, -5, 2, -0.4, -6, -2
5	CCOc1ccc(C2/C(=C(\O)c3cccc(OC)c3)C(=O)C(=O)N2c2ccccn2)cc1OC (stereo not given)
  7, -1, -5, 13, -4, -5, 16, 1, 1.1, -12, 0
6	O=C(CCN1CCCCC1)c1ccc2c(c1)OCO2
  7, -1, -5, 0, -3, 3, 7, 5, 1.3, -1, 0
7	COc1ccc(CN2C[C@@H](CO)O[C@@H](n3cnc4c(NCc5ccc(F)cc5)ncnc43)C2)cc1
  nt, -2, -14, 4, -6, 7, 12, nt, 11, -6, 0
8	CC1(C(=O)Nc2ccc3ccccc3c2)CCC(=O)N1C1CC1 (stereo not given)
  nt, 5, -10, 10, nt, -6, 9, nt, 1.0, 13, 5
9	CC(C)CNC(=S)N(CCO)Cc1cc2cc3c(cc2[nH]c1=O)OCO3
  9, 9, -5, -1, 5, 13, 6, 0, -0.1, -20, 5
10	C(=C\c1nccc2c1[nH]c1ccccc12)/c1ccccc1
  -2, -1, -28, -26, -2, -102, -137, 2, 0.1, -58, 3
11	Cc1cc(C)c(NC(=O)NC(=O)C(Cl)(Cl)Cl)c(C)c1
  2, 1, -4, 22, 2, 16, 11, 0, -0.7, 14, 4
12	CCOc1ccc(N(Cc2cc3cc(OC)ccc3[nH]c2=O)C(=O)C2CCCO2)cc1 (stereo not given)
  -1, 0, -6, 4, 11, 17, 13, 3, 1.7, 2, 50
13	COc1ccc(S(=O)(=O)N2CCCCC2)cc1C(C)C
  -3, 0, -1, 0, 4, 21, 24, 3, 11, -46, -19
14	Cc1ccc(Cc2c(-c3ccc(F)cc3)nc3c(Cl)cc(C(F)(F)F)cn23)cc1
  nt, 0, -9, 8, nt, 18, 11, nt, 4.7, 0, -6
15	Clc1cc(Cl)cc(Nc2ncnc(-n3cccc3)n2)c1
  -7, 2, -3, 6, -2, 2, -33, 3, -0.3, -9, 0
16	COc1ccc(N2C(=O)CC(N3CCN(S(=O)(=O)c4cc(C)ccc4C)CC3)C2=O)cc1 (stereo not given)
  3, 3, -5, 25, 10, 11, 16, -2, 0.0, -17, -1
17	COc1ccc(CN2C(=O)c3ccccc3C2c2nnnn2-c2ccc3c(c2)OCCO3)cc1 (stereo not given)
  nt, 1, -7, nt, nt, nt, -6, nt, -0.4, 11, nt
18	O=C(Cn1nnc(-c2ccc(NC(=O)c3ccccc3F)cc2)n1)NCc1ccc(F)cc1
  -11, -2, -14, -13, -5, -27, -44, 0, -0.7, -18, 8
19	O=S(=O)(Cc1ccc(Cl)cc1)c1ccccc1-c1nnc(-c2ccc(Cl)cc2)o1
  -2, -4, -1, 12, -9, 10, 34, 2, -2.3, -15, -14
20	O=C(CCCOc1ccc(Cl)cc1Cl)NC(Cc1ccccc1)C(=O)O (stereo not given)
  13, -2, -5, -4, 1, 3, 10, nt, 1.3, 1, 0
21	c1ccc(-c2nc(NCCCN3CCOCC3)c3ccccc3n2)cc1
  1, -7, -5, -7, -9, 17, 21, -2, 2.3, 7, 12
22	O=C1C=C(C2CCCCC2)C(=O)c2ccccc21
  44, 5, -5, -40, -48, 12, 1, nt, -0.7, -8, -12
23	CCN(CC)CCn1c2c(c(SCC(=O)Nc3cccc4ccccc34)nc1=O)CCCC2
  -7, -12, -5, -102, 1, -13, 9, 2, -0.5, 2, 5
24	CCC(C)[C@H](NC(=O)[C@@H]1Cc2ccccc2CN1)C(=O)NCc1ccc(OC)cc1 (stereo not given in full)
  1, 1, nt, 4, nt, -14, 4, -1, -1.4, -10, 2
25	CC(Oc1ccccc1)C(=O)N1CCC2(CC1)Oc1ccc(F)cc1C(=O)C21CC(c2cccnc2)=NO1 (stereo not given)
  0, -4, -8, 7, 1, 16, 7, 0, 1.5, -4, 6
26	Cc1nn(C(=O)CNS(=O)(=O)c2ccccc2)c(C)c1Sc1ccc(Cl)cc1
  2, -5, -7, -14, -1, 8, 4, 1, 0.5, 4, -21
27	CC(C)CN(C(=O)COC(=O)C1c2ccccc2Oc2ccccc21)C1CCS(=O)(=O)C1 (stereo not given)
  3, -2, -3, -2, 13, 1, 8, -3, -0.2, 2, 25
28	CC(C)CNC(=O)c1cnn2c(C(F)(F)F)cc(C(F)(F)F)nc12
  nt, 0, 0, nt, 3, 13, 13, 0, 1.3, -5, 4
29	O=C(CO/N=C/c1ccccc1OC(F)F)NCc1cccs1
  1, 0, -18, -11, 4, 0, 2, -2, -3.3, 13, 3
30	Cc1ccc(C)c(NC(=O)NNC(=O)c2ccc3ccccc3c2O)c1
  -13, 1, -3, -3, -4, 7, 2, 3, -0.5, 4, 6
31	Cc1cc(C)cc(NC(=S)N2CCN(S(=O)(=O)c3ccccc3)CC2)c1
  3, -4, -6, 5, 4, 28, 12, nt, -0.3, 3, -1
32	CCOc1ccc(/C=N/NC(=O)c2ccncc2)cc1OC
  nt, -4, -6, 12, -2, 10, 14, nt, -2.7, -19, 4
33	Cc1cccc(Nc2nnc(SC(C)C(=O)NC3CC3)s2)c1 (stereo not given)
  6, -3, -4, 6, -24, 15, -1, 5, -0.4, 17, 12
34	Cc1ccc2sc(NC(=O)c3cccc(N4C(=O)CCC4=O)c3)nc2c1C
  -19, 13, -7, -34, 3, -37, -105, 2, -0.4, 2, 8
35	COc1ccc(C2/C(=C(\O)c3ccc4c(c3)OCCO4)C(=O)C(=O)N2CCCN(C)C)cc1 (stereo not given)
  -9, 5, -1, 0, 1, -5, 8, -1, -1.3, -30, -6
36	COc1ccc(N2CCN(Cc3nc4ccccc4c(=O)[nH]3)CC2)cc1
  3, 0, -10, 0, 5, -1, 9, -3, -0.4, -2, 5
37	Cn1c(=O)c2[nH]c(CCCCCc3nc4ccccc4[nH]3)nc2n(C)c1=O
  nt, 4, -5, -49, -2, 9, 7, nt, -1.7, -48, 10
38	Cc1c(NC(=O)COC(=O)C23CC4CC(CC(O)(C4)C2)C3)c(=O)n(-c2ccccc2)n1C
  -14, 6, -5, -1, 2, -2, 14, 1, -0.2, -11, 2
39	Cc1c(Cl)cccc1NC(=O)COc1ccc(S(=O)(=O)N2CCOCC2)cc1
  -3, -1, -8, -12, 6, 22, 15, 5, 0.8, 19, 1
40	CCCCC(CC)C1OCC(CN2CCCCC2)O1 (stereo not given)
  -4, 3, -3, 4, 21, 7, 15, -2, 0.1, -5, -3
41	CC(C)c1ccc(S(=O)(=O)c2nnn3c2nc(N2CCCCC2)c2ccccc23)cc1
  -2, -4, -5, 8, -7, -3, 9, 3, -0.8, -15, -10
42	COc1cc2c(cc1OC)CN(C(=S)Nc1c(C)cccc1C)CC2
  -5, -3, -2, -7, 9, 13, 13, 1, -2.2, -10, -1
43	COC(=O)CC1C(=O)NCCN1C(=O)c1ccccc1 (stereo not given)
  2, 6, -4, 15, 1, -2, 5, -2, -1.9, -13, -5
44	COc1ccccc1NC(C)C(=O)N/N=C/c1cccs1 (stereo not given)
  9, -2, -4, 2, -1, 19, 12, -1, 0.6, 1, 1
45	COc1ccc(NC(=O)N(C)C[C@H]2Oc3ccc(NS(=O)(=O)c4ccc(OC)cc4)cc3C(=O)N([C@H](C)CO)C[C@@H]2C)cc1
  4, 7, -2, 8, -4, -13, -1, nt, -3.6, 10, -5
46	CCCCn1c(SCC(=O)NCC2CCCO2)nc2ccc(N3CCOCC3)cc2c1=O (stereo not given)
  7, -7, -8, 34, -4, 10, 12, 6, 4.1, -12, 5
47	COc1ccc(-c2noc(CCC(=O)NCCc3ccccc3)n2)cc1OC
  -25, 6, -6, -24, -3, 4, -1, nt, -0.7, -24, 1
48	CC(C)[C@H](NC(=O)c1c(F)cccc1F)C(=O)OCC(=O)NC(=O)NC1CCCC1
  -4, -2, -8, 2, 8, 4, 4, 1, 0.2, -18, 1
49	O=C(CNS(=O)(=O)c1ccc(Br)cc1)N1CCN(Cc2ccccc2)CC1
  4, 15*, nt, 1, 5, 19, -1, 1, -0.4, 24, 4
50	COc1ccc(CC(=O)OCC(=O)NCc2ccco2)cc1
  -10, -1, -6, -17, -2, -13, 2, 2, -0.5, 16, 4
51	COC(=O)c1cc(CNC(=O)C2CC(=O)N(c3ccc4c(c3)OCCO4)C2)ccc1OC (stereo not given)
  7, 1, -4, -5, -4, 15, 9, nt, 0.2, -5, -2
52	CC(=O)Nc1ccc(Oc2cnc3ccccc3n2)cc1
  -9, 6, -5, 7, -5, -10, -39, 0, -1.0, 7, 3
53	Cc1oncc1C(=O)N1CCCC(CO)(Cc2ccc(F)cc2F)C1 (stereo not given)
  -22, 5, -3, -29, -1, -47, -68, 2, -0.4, -19, 4
54	N#CC1=C(N)Oc2n[nH]c(-c3cccnc3)c2C1c1cc(F)ccc1F (stereo not given)
  17, -2, -2, 9, -1, 5, 6, 1, -0.1, -1, 22
